# Abeta yeast res = restores growth of yeast expressing A-beta42 peptide | yeast expressing A-beta42, growth rescue, OD600, 48 h; response scale: 0% DMSO, 100% iron-clioquinol control | Potency, µM (doses to about 46.1 µM), for inactives: at the highest dose growth rescue, actives largely listed as activators | 410,000 compounds, 0.063% hits | AID 1347071; note: potency is the fitted concentration of half-maximal effect; nearly all actives have a fitted effect of over 55% in size
#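 Yeast A-beta toxicity model in growth medium with pinned compounds, 48 h at 30 C; growth read as absorbance at 600 nm. Normalized to FeCl3/clioquinol equimolar mix (positive) and DMSO (negative).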
# D3 ag = activates the human D3 dopamine receptor; P35462; D3R DiscoveRx beta-arrestin cells, luminescence, 90 min; max activation, %; 410,000 compounds, 0.58% hits; in the data active = max activation above about 30%; note: 0% is about no effect; mostly tested at two doses, the higher about 12 µM
# Target sequence (P35462 whole entry, looked up): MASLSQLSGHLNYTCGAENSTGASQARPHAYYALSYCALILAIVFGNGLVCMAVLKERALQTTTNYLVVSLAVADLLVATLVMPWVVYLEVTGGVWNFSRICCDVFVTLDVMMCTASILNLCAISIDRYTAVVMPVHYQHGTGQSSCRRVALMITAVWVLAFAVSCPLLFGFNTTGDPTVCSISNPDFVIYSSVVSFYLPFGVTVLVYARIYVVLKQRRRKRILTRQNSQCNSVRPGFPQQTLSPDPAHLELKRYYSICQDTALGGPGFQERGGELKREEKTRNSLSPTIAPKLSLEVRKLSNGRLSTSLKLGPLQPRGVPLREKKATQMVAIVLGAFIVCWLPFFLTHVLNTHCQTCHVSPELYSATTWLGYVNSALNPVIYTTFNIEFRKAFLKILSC
#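 Agonist mode: compounds and dopamine controls were applied to plated cells for 90 min at 37 degrees C after an overnight attachment at 1500 cells/well. Luminescent read-out followed 30 - 60 minutes at room temperature with DiscoveRx detection reagent.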
# EPAC2 ag = agonists of human EPAC2 (RAPGEF4) | EPAC2 activation, biochemical qHTS; response scale: 100% = 6.5 mM cAMP response | Potency, µM (titrated, usually from 154 µM), for inactives: at the top dose activation, hits mostly activators | 360,000 compounds, 0.079% hits; note: potency is the fitted concentration of half-maximal effect; nearly all actives have a fitted effect of over 50% in size
#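 Setup: EPAC2 100 nM, labeled Rap1B complex 250 nM, free GDP 50 uM. Compound titrations pinned in, brief spin, 5 min room temperature incubation. Kinetic fluorescence read over 30 min, normalized to 6.5 mM cAMP.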
# D3 antag = blocks the human D3 dopamine receptor | P35462 | D3R cells, DiscoveRx beta-arrestin luminescence, antagonist mode; stronger effect = lower value | max response, negative = inhibition, % | 360,000 compounds, 2.5% hits; in the data active = max response below about -50%; inconclusive = no clear call, values can overlap the other calls; note: % is set by controls: 0 for no effect and ±100 for the full control effect; mostly tested at two doses, the higher about 12 µM
#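 Cells expressing the human receptor were seeded at 1500 cells/well, incubated overnight at 37 degrees C in 5% CO2, then exposed to library compounds with dopamine controls for 90 minutes at 37 degrees C before luminescent detection.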
# FUS yeast rescue = suppressors of FUS proteinopathy in yeast. S. cerevisiae FUS-expressing, growth rescue, OD600, 24 h. Potency, µM (doses to about 76.6 µM), inactives show at the top dose growth rescue (activation), hits mostly activators. 390,000 compounds, 0.24% hits. AID 1347120;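 note: potency is the fitted concentration of half-maximal effect; plate controls were DMSO vehicle for no effect and reference control for full effect; nearly all actives have a fitted effect of over 55% in size; some results filed as inactive show a strong effect at the top dose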
#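 Restored growth of FUS-toxic S. cerevisiae, read as 600 nm absorbance after 24 h at 30C in galactose medium (starting OD 0.005). Controls CP55940 and DMSO.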
# aSyn rescue = alpha-synuclein toxicity inhibition in yeast; Potency, µM (series often up to 46.1 µM), inactives show top-dose growth rescue (activation), most hits filed as activators; 370,000 compounds, 0.14% hits; AID 652106; Yeast expressing alpha-synuclein, growth rescue, BacTiter-Glo, 24 h; note: potency is the fitted concentration of half-maximal effect; % of control where 0% means no effect; nearly all actives have a fitted effect of over 65% in size
#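 Screening used galactose-induced yeast with toxic alpha-synuclein levels, exposed to compound for 24 hr at 30 deg C. Cell growth, read with BacTiter-Glo luminescence, gave the measured signal.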
# EPAC2 antagonist = antagonists of human EPAC2 | 360,000 compounds, 0.18% hits | EPAC2 GEF exchange of Rap1B-BODIPY-GDP, fluorescence | Q8WZA2 | Potency, µM (top dose mostly 114 µM), for the others: at the highest dose activity, negative = inhibition, hits mostly inhibitors; note: potency is the fitted concentration of half-maximal effect; % is set by controls: 0 for no effect and ±100 for the full control effect; nearly all actives have a fitted effect of over 45% in size; many of its hits are not listed in these tables
# TDP43 rescue = rescues yeast growth from TDP-43 toxicity; TDP-43 expressing yeast growth rescue, BacTiter-Glo, 24 h; Potency, µM (doses to about 46.1 µM), inactives show at the top dose growth rescue (activation), actives largely listed as activators; 410,000 compounds, 1.8% hits; note: potency is the fitted concentration of half-maximal effect; % of control where 0% means no effect; nearly all actives have a fitted effect of over 50% in size
#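 Yeast expressing TDP-43 (pregrown in raffinose, seeded at OD600=0.02 in galactose medium) exposed to compounds 24 hr at 30 deg C. Growth read by BacTiter-Glo luminescence; rescue of toxicity appears as increased signal.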
# * marks the source's active call; other numbers are inactive results; u = inconclusive; x = no result given; & = joins results of further samples; [ ] = remark or other dose. Unless noted, calls come from the whole dose curve; as a rule, active = well fitted curve in the direction sought with a large enough effect; inconclusive = small, poorly fitted or top-dose-only effect, or another doubt; inactive = no such curve, though single readings can be large; an effect the other way counts as inactive or inconclusive.
SMILES,Abeta yeast res,D3 ag,EPAC2 ag,D3 antag,FUS yeast rescue,aSyn rescue,EPAC2 antagonist,TDP43 rescue
O=C(CSc1nnc(CNC(=O)c2ccccc2F)o1)c1ccc(Cl)cc1,6%,6,0%,42,26%,15%,6%,11%
Cc1nc2ccc(C(=O)Nc3cccc(OCC(=O)N(C)C)c3)cn2c1N(C)CC1CCCCC1,-7%,3,-1%,60,15%,7%,-27%,21%
CC(=O)c1cccc(NS(=O)(=O)c2ccc(N/C=C\C(=O)c3ccc(F)cc3)cc2)c1,12%,1,21%,28,-11%,13%,-3%,1%
OC(c1cc(F)cc(Cl)c1)c1ncc(-c2ccccc2C(F)(F)F)[nH]1 (stereo unspecified),-13%,-3,-1%,0,-15%,-14%,-19%,-7%
COc1ccc(NC(=O)COc2ccc(-c3nn(C)c(=O)c4ccccc34)cc2)cc1,-2%&4%,-8&1,-7%,-18,29%&18%,0%,11%,-1%&19%
COc1ccc(/C=C2/SC(=S)N(CCCC(=O)Nc3ccc(O)cc3)C2=O)cc1,-3%,-6,15%,-14,14%,5%,-2%,-14%
CCOc1ccc(N(C(C)C(=O)N2CCOCC2)S(C)(=O)=O)cc1 (stereo unspecified),1%,-5,8%,-8,-1%,0%,-2%,3%
O=C(c1ccc(F)cc1)c1c[nH]c(C(=O)NCc2ccco2)c1,-6%,-7,7%,-2,-4%,2%,15%,9%
Cc1ccc(NC(=O)c2nnn(Cc3cccc(C(F)(F)F)c3)c2N)c(C)c1,-3%,7,x,x,-16%,x,x,13%
CC(=O)Nc1ccc2nc(CN3CCN(CC=C(C)C)C(CCO)C3)ccc2c1 (stereo unspecified),3%,2,14%,1,19%,-6%,6%,-18%
CC(C)c1ccc(S(=O)(=O)N2CCN(C(=O)C3CCCC3)CC2)cc1,1%,2,6%,-6,-4%,3%,-2%,-1%
Cc1ccc(-c2nc(NCCN(C)C)c3ccccc3n2)cc1,2%,-7,6%,-2,24%,-2%,-8%,-10%
O=C1c2ccc3c4c(ccc(c24)C(=O)N1c1ccc2ccccc2c1)CC3,-10%,-2,4%,6,u,9%,0%,-15%
COCc1cc(=O)[nH]c(SCCS(=O)(=O)c2ccc(C)cc2)n1,6%,3,8%,3,-14%,-3%,6%,-2%
O=C1OCCN1C(=O)[C@H]1[C@H](c2ccccc2)C(c2ccccc2)=NN1c1ccccc1,-1%,-9,13%,13,24%,24%,-8%,2%
COc1ccc(CCNS(=O)(=O)c2cc3c4c(c2)CC(=O)N4CCC3)cc1,-15%,0,8%,39,16%,2%,2%,9%
Cc1cc(C)n(C2=NS(=O)(=O)c3ccccc32)n1,8%,2,6%,5,11%,2%,-1%,-10%
CCc1cc(C(=O)OC)c(NC(=O)CCC(=O)O)s1,-7%,-1,13%,26,0%,16%,0%[57.1 µM],22%
CCN(Cc1ccccc1)C(=O)c1ccc(SC)cc1OC,1%,1,12%,-21,-9%,-8%,6%,14%
COc1cccc(Cn2c(N)c(C#N)c3nc4ccccc4nc32)c1OC,-6%,-3,0%,-20,77%,0%,-9%,-10%
CC(NC(=O)/C(C#N)=C/c1cn[nH]c1-c1ccccc1)c1ccccc1 (stereo unspecified),2%,12,-18%,-13,u,3%,-10%,24%
CC1(c2ccccc2)NC(=O)N(CC(=O)N(c2ccccc2)C2CCS(=O)(=O)C2)C1=O (stereo unspecified),8%,-5,10%,-18,23%,10%,4%,20%
COc1ccc(C)cc1NC(=O)CN(C)S(=O)(=O)c1ccc2[nH]c(=O)oc2c1,-2%,7,x,x,14%,x,x,16%
Cc1cc(C)nc(-n2nc(C)c3c(C(F)F)cc(C)nc32)n1,8%[9.22 µM],0,3%,u,-15%,-7%,15%,-13%
Cc1cccnc1Nc1nc(-c2ccccc2)cs1,-86%[inhibitor],-1,10%,29,18%,-42%[inhibitor],-22%,16µM*
COc1cc2c(cc1OC)C(c1ccccc1C)CC(=O)N2 (stereo unspecified),-6%,5,4%,29,16%,-4%,1%,4%[1.82 µM]
CC(C)Cc1nc2sc3c(NCc4ccco4)ncnc3c2c2c1COC(C)(C)C2,-2%,-3,-14%,15,29%,-3%,-4%,11%
Cc1c(C(=O)NCCN2CCOCC2)oc2ccccc12,6%,1,-1%,u,-5%,1%,4%,9%
COc1ccc(/C=C(/C#N)c2nc(-c3ccc(Br)cc3)cs2)cc1,-7%,4,x,x,-13%,x,x,23%
Cc1cc(C(=O)COC(=O)c2ccc(NC(=O)CC#N)cc2)c(C)n1CC(F)(F)F,-3%,-2,-9%,-2,-19%,-1%,u,1%
CCCC(=O)NC(C)C(c1cccs1)N1CCN(C)CC1 (stereo unspecified),12%,4,5%,-10,11%,0%,1%,-17%
CC1CCCCN1C(=O)COC(=O)C1CCN(S(=O)(=O)c2c(Cl)cccc2Cl)CC1 (stereo unspecified),23%,6,0%,4,32%,8%,-1%,22%
COC(=O)c1ccc(CN2CCCC(C(=O)Nc3ccc(-c4ccn[nH]4)cc3)C2)cc1 (stereo unspecified),8%,-19,5%,-4,x,-1%,11%,-7%
CCN(CC(=O)Nc1cc(Cl)ccc1C)C(=O)C1COc2ccccc2O1 (stereo unspecified),-9%,0,5%,-15,9%,8%,10%,22%
CC1(C)CC(=O)C(C=NCCN2CCOCC2)=C(O)C1,-24%,-16,8%,-15,7%,10%,1%,2%
O=C(C1CCN(c2nnc(-n3cccc3)s2)CC1)N1CCN(Cc2ccc3c(c2)OCO3)CC1,-12%,-5,18%,-17,-7%,3%,10%,1%
CC(=O)c1ccc(NC(=O)CCNS(=O)(=O)c2cc(Br)cnc2N)cc1,11%,-3,-1%,-2,24%,-6%,1%,-1%
O=C(Cc1cccc(C(F)(F)F)c1)OCN1C(=O)c2ccccc2C1=O,-9%,8,3%,5,-6%,24%,-10%,35µM*
Cc1c(C(c2cccc(O)c2)c2c(C)n(C)n(-c3ccccc3)c2=O)c(=O)n(-c2ccccc2)n1C,5%,1,4%,-6,22%,8%,22%,-8%
CCN1C(=O)N(C)C2(c3ccccc3)N(C)C(=O)N(C)C12c1ccccc1 (stereo unspecified),8%,-9,4%,0,11%,-3%,4%,13%

# Next section; the last five above are carried over.
SMILES,Abeta yeast res,D3 ag,EPAC2 ag,D3 antag,FUS yeast rescue,aSyn rescue,EPAC2 antagonist,TDP43 rescue
O=C(C1CCN(c2nnc(-n3cccc3)s2)CC1)N1CCN(Cc2ccc3c(c2)OCO3)CC1,-12%,-5,18%,-17,-7%,3%,10%,1%
CC(=O)c1ccc(NC(=O)CCNS(=O)(=O)c2cc(Br)cnc2N)cc1,11%,-3,-1%,-2,24%,-6%,1%,-1%
O=C(Cc1cccc(C(F)(F)F)c1)OCN1C(=O)c2ccccc2C1=O,-9%,8,3%,5,-6%,24%,-10%,35µM*
Cc1c(C(c2cccc(O)c2)c2c(C)n(C)n(-c3ccccc3)c2=O)c(=O)n(-c2ccccc2)n1C,5%,1,4%,-6,22%,8%,22%,-8%
CCN1C(=O)N(C)C2(c3ccccc3)N(C)C(=O)N(C)C12c1ccccc1 (stereo unspecified),8%,-9,4%,0,11%,-3%,4%,13%
Cn1c(N2CCOCC2)cc(=O)n(C)c1=O,-2%,4,5%,-12,-4%,1%,3%,x
CS(=O)(=O)N(CC(=O)N1CCc2ccccc2C1)Cc1ccc(F)cc1,10%,8,10%,2,10%,1%,2%,21%
Cc1cccc(NC(=O)CSc2nccn2Cc2ccco2)c1,1%,-9,1%,6,x,-1%,-5%,20%
CCOC(=O)c1c(NC(=O)Cc2cccs2)sc(C(=O)NC2CCCCC2)c1C,13%,1,0%,47,-10%,-11%,17%,0%
Cc1cc(Br)cn2c(Cc3ccccc3)c(-c3ccc(C#N)cc3)nc12,-8%,-13,3%,u,39%,9%,4%,22%
O=C(Nc1ccc2c(c1)nc1n2CCSC1)c1ccccc1,-13%,1,1%,4,41%,-16%,4%[57.1 µM],-39%[inhibitor]
CC(C)Cn1c(SCC(=O)NCc2ccc(Cl)cc2)nnc1-c1cccc(S(=O)(=O)N2CCOCC2)c1,1%,2,-2%,25,39%,-1%,8%,-31%[inhibitor]
COc1ccc(CCNC(=O)CCC(=O)NC2CCCC(C)C2C)cc1OC (stereo unspecified),3%,3,5%,5,5%,1%,4%,1%
CCc1ccc(-c2cc(C)no2)cc1S(=O)(=O)N1CCN(C(=O)c2ccco2)CC1,4%,-5,10%,-6,12%,-13%,-14%,u
CCCCCC(=O)Nc1ccc(N2CCN(C(=O)c3ccccc3)CC2)cc1,9%[9.22 µM],1,-24%,20,3%,-1%,3%,14%
CCOC(=O)CSC1=C(C#N)C(c2ccco2)C(C(=O)Nc2cccc(C(F)(F)F)c2)=C(C)N1 (stereo unspecified),5%,1,-12%,14,u,13%,-24%,-4%
COc1ccc(Nc2nc(-c3ccc4c(c3)NC(=O)CO4)cs2)cc1,-14%,4,1%,4,12%,3%,-4%,u
CC(=O)C[C@@H](O)CC(=O)[C@H]1OC(=O)CCCCCCc2ccccc21,1%,1,7%,-5,-22%,-2%,0%,-3%
Cc1cc(Cc2ccc([N+](=O)[O-])cc2)c(C)cn1,-13%,0,16%,-22,-3%,-4%,-3%,-16%
COc1cc(Cl)c(C)cc1NC(=O)CSc1nnc(-c2ccco2)n1CC(C)C,13%,6,16%,-11,u,29%,-7%[57.1 µM],u
CCCSc1nsc(N)n1,6%,-1,15%,0,0%,-6%,-4%,-3%
O=C(c1ccsc1)N1CCCC(N2CCN(c3ccccc3F)CC2)C1 (stereo unspecified),-13%,-6,11%,-6,15%,-1%,-2%,-6%
C[C@@H]1CN([C@H](C)CO)C(=O)CCCn2nncc2CO[C@@H]1CN(C)S(=O)(=O)c1ccccc1F,-10%,-8,11%,-4,-15%,-4%,-2%,16µM*
COc1nc(OCCNC(=O)Nc2ccccc2)nc(N(C)C)n1,25%,2,11%,11,-17%,0%,-2%,-9%
COc1ccccc1-c1nc(C#N)c(N2CCN(C(c3ccccc3)c3ccccc3)CC2)o1,-5%,1,7%,u,-2%,-5%,-4%,-14%
CC(=C/C(=O)O)/C=C/c1ccco1,-2%,1,-3%,-22,-19%,6%,-3%,-1%
CC(=O)N1CCc2cc(Br)cc(S(=O)(=O)NCc3ccc(Cl)cc3)c21,1%,-27,1%,u,17%,3%,-9%,-4%
O=C(Nc1cc2c(oc1=O)CCCC2=O)c1ccc(Cl)cc1,-4%,-23,-11%,15,30%,0%,-2%,3%

# Screening results from PubChem.

# Not all compounds are listed; the hit share may differ from the screen's.
